MPTP inh: blocks calcium-induced mitochondrial swelling. isolated mouse mitochondria, Ca2+ swelling absorbance, 30 min. inhibition, % at 10 µM. 360,000 tested, 1.4% active. AID 602449;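 active means inhibition of 50% or more, scaled per plate between neutral and stimulator controls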;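 further: 0% = DMSO wells given calcium and 100% = 1 mM EGTA wells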
TIM10 inh: inhibits growth of TIM10 yeast strain; S. cerevisiae TIM10 strain growth, BacTiter-Glo luminescence, 24 h; inhibition, % at 10 µM; 330,000 tested, 1.4% active; AID 463195;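 active means inhibition of 40% or more at the single tested concentration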;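 further: wild-type TIM10 isogenic control strain grown at permissive 25 °C; 0% = DMSO yeast wells and 100% = minimal medium wells without yeast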
APJ ag: activates the human apelin receptor APJ | P35414 | CHO-K1 APJ PathHunter beta-arrestin, luminescence; 0% DMSO wells, 100% apelin | activation, % at 20 µM | 330,000 tested, 0.11% active | AID 2520;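 active means activation more than six SD over the plate average, tested at 20 µM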;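 further: 0% = DMSO alone and 100% = apelin-13 at 10 nM; some results filed as inactive read as strong as hits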
Target sequence (P35414 whole entry, looked up): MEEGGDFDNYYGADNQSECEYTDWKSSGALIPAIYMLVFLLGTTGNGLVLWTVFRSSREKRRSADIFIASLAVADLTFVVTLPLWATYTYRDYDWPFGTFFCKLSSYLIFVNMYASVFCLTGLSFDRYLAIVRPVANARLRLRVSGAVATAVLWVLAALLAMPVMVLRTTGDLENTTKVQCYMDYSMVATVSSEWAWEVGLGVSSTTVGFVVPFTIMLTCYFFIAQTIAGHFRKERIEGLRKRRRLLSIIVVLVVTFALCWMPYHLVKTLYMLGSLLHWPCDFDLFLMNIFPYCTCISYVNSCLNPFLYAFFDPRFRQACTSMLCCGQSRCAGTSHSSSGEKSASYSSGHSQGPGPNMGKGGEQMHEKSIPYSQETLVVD
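Test system – PathHunter CHO-K1 APJ (AGTRL-1) beta-arrestin reporter cells · Input – 1000 cells/well · Compound – single test compound dose, 20 µM final, 1% DMSO · Times – compound stimulation 90 min at 25 °C, detection 60 min · Technique – beta-gal luminescence · Read-out basis – APJ–arrestin association signal · Control set – negative DMSO alone, positive Apelin-13 at 10 nM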
APJ antag: APJ receptor antagonism | P35414 | CHO-K1 APJ beta-arrestin complementation, luminescence | inhibition, % at 20 µM | 330,000 tested, 0.32% active | AID 2521;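 active means inhibition above about 40% at 20 µM, limit read from the data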;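 further: cells challenged with 10 nM apelin-13 agonist together with compound; plate controls were apelin-13 plus DMSO wells for no effect and DMSO wells lacking apelin-13 for full effect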
NLRP3 yeast inh: blocks the NALP3 inflammasome reconstituted in yeast. Yeast reconstituted NLRP3/ASC/caspase-1, beta-gal luminescence, 24 h. inhibition, % at 10 µM. 330,000 tested, 0.39% active. AID 2825;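 active means inhibition of 50% or more; inactive means inhibition below 50%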;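 further: plate controls were induced DMSO wells for no effect and uninduced yeast grown without galactose for full effect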
tim23-1 inh: inhibits growth of tim23-1 mutant yeast; inhibition, % at 20 µM; 330,000 tested, 1.3% active; AID 463212; S. cerevisiae tim23-1 growth, BacTiter-Glo luminescence, 24 h;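 active means growth inhibition of the mutant yeast at or above 50%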;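 further: temperature-sensitive mutant grown at 25 °C; plate controls were DMSO-treated mutant yeast for no effect and medium wells lacking yeast for full effect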
MIN6 prolif: MIN6 beta-cell proliferation induction; MIN6 cells proliferation, ATPlite luminescence, 48 h; cells starved in 0.2% serum; 100% = growth in 10% serum; proliferation, % at 10 µM; 330,000 tested, 0.29% active;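 active means compounds whose signal lies at least 3.5 SD above the mean of all wells on their plate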;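 further: 0% = DMSO-treated cells in low-serum medium and 100% = 10% serum control; some compounds called inactive have numbers as strong as hits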
GRIN3A LBD mod: modulates the human NR3A ligand-binding domain; NR3A LBD differential scanning fluorimetry, Tm shift; 0% = protein alone, 100% = glycine-bound protein; Tm shift relative to glycine control, % at 25 µM; 340,000 tested, 2.5% active; AID 1259313;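 active means melting temperature shift of at least 10% of the positive control shift, at one fixed dose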
tim10-1 inh: inhibits growth of tim10-1 mutant yeast; S. cerevisiae tim10-1 ts strain growth, BacTiter-Glo, 24 h; 330,000 tested, 2.2% active; inhibition, % at 20 µM;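 active means inhibition of at least 40%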;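 further: mutant grown at 25 °C; 0% = DMSO wells with yeast and 100% = wells holding no yeast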
* hit, by the source's call; nt = not tested or not shown.

SMILES	MPTP inh	TIM10 inh	APJ ag	APJ antag	NLRP3 yeast inh	tim23-1 inh	MIN6 prolif	GRIN3A LBD mod	tim10-1 inh
Cc1cc(O)ccc1NC(=O)c1ccccc1	-0.1	-5.5	4.0	-1.0	24.6	5.3	-1.8	2.1	-15.0
COc1cc(C(=O)NCCc2ccc(S(N)(=O)=O)cc2)cc(OC)c1OC	-1.3	-2.6	0.9	-7.9	6.2	-5.7	-2.8	-0.8	14.2
CCN(CC)S(=O)(=O)c1cc(OC)c(C)cc1C	1.4	-18.5	-4.1	10.1	34.8	3.2	-1.8	1.5	-8.8
CC(C)(C)NC(=O)C(c1ccncc1)N(C(=O)C1CSC(=O)C1)c1ccccc1 (centres undefined)	-1.7	0.8	-3.1	-2.5	4.2	13.6	-2.6	-1.9	3.4
CCCCNS(=O)(=O)c1ccc(OC)c(Cl)c1Cl	4.1	37.5	-3.3	-7.9	18.5	34.0	-2.3	-2.3	33.4
CC(C)(C)NC(=O)c1oc2ccccc2c1COc1ccccc1	1.4	-5.7	-3.2	-15.2	21.0	15.7	-3.0	-0.1	0.0
Cc1cc(C)c(C#N)c(Sc2nnnn2-c2ccccc2)n1	0.4	1.9	-3.9	5.8	8.2	18.0	-2.4	0.8	21.2
COc1ccc(NCC(=O)N/N=C/C2CCCCC2)cc1	0.5	-12.8	-1.4	-12.3	7.0	0.4	3.6	3.8	-6.2
COc1ccc(C(C)=O)cc1Cn1nc(C)c([N+](=O)[O-])c1C	-0.4	10.4	-1.4	-1.2	7.7	18.2	-2.1	0.5	12.9
CCOc1ccc(CNC(=O)c2ccc(NC(=O)C3=CSCCO3)cc2)cc1	-2.5	-3.2	2.0	3.5	7.9	3.2	-0.1	3.8	16.7
COc1ccccc1N(C)S(=O)(=O)c1ccc(C(=O)NC(C)(C)C)cc1	-0.1	18.9	-0.2	0.0	6.7	10.3	-1.4	2.6	24.2
Cc1c(N=Nc2ccc(O)cc2)c(=O)n(-c2ccccc2)n1C	-6.6	-0.5	-4.1	17.9	17.1	7.4	-0.2	-0.8	3.6
O=C(c1cccc(Cl)c1)N1CCC(N2CCC(C(=O)N3CCCC3)CC2)CC1	-1.3	-6.6	7.1	-20.6	-1.0	1.9	0.0	-0.7	1.0
CC(C)Cn1c(N)c(C(=O)COC(=O)CCc2nc3ccccc3s2)c(=O)n(C)c1=O	4.8	23.7	3.8	-4.6	-3.2	25.0	-4.7	-1.6	22.4
O=C(COC(=O)/C=C/c1ccc(C(F)(F)F)cc1)NC1CC1	-0.5	2.4	-2.2	8.9	21.5	8.6	-1.3	-1.6	11.3
COC(=O)c1ccc(OCc2nc(N)nc(N3CCOCC3)n2)cc1	-1.1	-6.8	-6.3	-16.0	6.6	5.5	-1.8	2.7	6.7
Cc1cccc(CCN2C(Nc3ccccc3)=NC[C@@H]2C)c1	-0.7	7.4	-8.4	10.2	12.5	-0.3	5.8	-0.5	2.6
CCOc1ccc(N(Cc2ccccc2F)C2=NC3CS(=O)(=O)CC3S2)cc1 (centres undefined)	0.3	9.0	-4.3	13.6	5.7	17.8	0.3	-1.2	7.1
COc1ccc(Br)cc1C(=O)Nc1ccc(O)cc1	2.9	15.3	5.9	6.4	9.6	22.3	-1.9	-3.3	14.7
CCc1ccccc1NC(=O)CC1CS(=O)(=O)CC1CC(=O)Nc1ccccc1CC (centres undefined)	-0.5	6.2	0.4	6.8	4.5	-0.9	-0.4	-7.1	10.9
COc1ccc(/C=N/Nc2ncnc(Cl)c2N)cc1OC	6.9	-4.7	-3.5	7.9	16.7	8.5	0.5	-11.3	4.9
Cc1cc2occ(CC(=O)N(C)CC(=O)Nc3ccc(F)cc3)c2cc1C	0.3	-1.3	1.2	13.0	19.2	26.9	-4.8	-1.8	10.8
CC(C)NC(=O)Cn1c(SCC(=O)N2CCCc3ccccc32)nc2ccccc21	-1.5	-11.4	-4.0	14.1	15.1	9.1	-2.0	-0.2	18.9
COc1ccc(-n2nc(C(=O)NCC(=O)N3CCCC(C)C3)c3ccccc3c2=O)cc1 (centres undefined)	-0.4	-1.0	-2.4	1.6	4.0	33.1	0.0	-0.4	32.9
C=CCOC(=O)CCCCCCCC	-0.4	-2.1	0.7	4.7	20.0	6.0	-1.8	-2.8	-13.7
O=C(CSc1nnc(C2CC2)n1C1CC1)c1ccccc1F	-2.6	-2.3	-3.8	14.4	20.7	-1.6	1.6	-2.3	-1.3
Cc1nnc(N(Cc2ccco2)C(=O)c2cccc(C#N)c2)s1	10.1	9.1	1.8	13.3	0.2	7.4	0.0	2.4	6.7
Cc1[nH][nH]c(=O)c1C=NCc1cccc(C(F)(F)F)c1	1.7	5.4	-0.6	4.6	-2.1	-9.3	-2.5	-2.8	14.0
O=c1nc2ccccn2c2ccc(S(=O)(=O)N3CCCCC3)cc12	-0.7	3.9	3.0	13.9	1.4	-2.0	-0.6	-0.3	-14.6
NC(=O)NC(c1ccccc1)c1ccccc1F (centres undefined)	-2.8	0.5	-4.0	-5.1	10.5	0.6	0.3	-0.1	12.9
COC(=O)c1oc2nc(C)cc(C)c2c1N	-0.4	-2.3	-5.0	4.1	6.9	-5.9	3.6	-0.2	7.6
Cc1ccccc1NS(=O)(=O)c1ccc(C(=O)NCC2CCCO2)cc1 (centres undefined)	0.0	-11.1	3.5	-1.0	3.5	-2.4	-2.6	0.8	-17.7
Cc1cc(C)cc(NC(=S)Nc2cccc3ccccc23)c1	-0.1	14.8	17.2	-90.7	27.4	20.1	-7.5	-3.4	25.2
COc1ccc(C(CNC(=O)CNC(=O)c2cc(OC)c(OC)c(OC)c2)N2CCOCC2)cc1 (centres undefined)	-1.6	6.7	-3.9	10.9	5.8	12.0	2.0	2.4	5.9
Nc1nc(Sc2c([N+](=O)[O-])cc(C(F)(F)F)cc2[N+](=O)[O-])n[nH]1	4.9	16.6	15.5	-46.6	14.0	5.2	-5.8	1.2	9.1
CCc1cccc2c(=O)c(C(=O)N3CCCCCC3)c[nH]c12	-0.9	-11.1	-1.9	-7.6	-12.2	-6.9	3.5	-1.1	6.9
CC[C@]12c3[nH]c4ccc(Cl)cc4c3CCN1C(=O)[C@@H](CC(=O)NCC13CC4CC(CC(C4)C1)C3)C[C@@H]2C(=O)N1CCN(C(=O)C2CC2)CC1	0.8	23.5	nt	nt	nt	40.0	nt	5.8	17.1
Cc1cc(C)c(S(C)(=O)=O)c(Oc2ccc(C(C)(C)C)cc2)n1	-6.3	12.3	-0.5	11.4	16.3	28.9	-2.5	-0.7	24.9
COc1ccc(CNC(=O)C2CC(=O)N(C3CCCCC3)C2)cc1 (centres undefined)	-0.7	-2.0	2.7	4.2	6.1	2.3	-2.1	-1.6	-6.5
COc1ccccc1-c1sc2cc3c(cc2c1-c1ccc(O)cc1)OCO3	2.4	14.0	-3.3	0.7	12.6	49.5	-5.6	-4.4	-10.0
COC(=O)c1c(NC(=O)COC(=O)[C@@H](NS(=O)(=O)c2ccccc2)C(C)C)sc2c1CCC2	2.6	23.4	-0.1	-27.2	5.1	29.9	-2.2	-4.6	20.8
CC(=O)c1cccc(NC(=S)NCc2ccco2)c1	1.6	5.7	-3.2	18.3	23.5	2.5	-4.3	-7.8	-2.7
CN(C)CCN1C(=O)C(=O)/C(=C(/O)c2ccc(F)cc2)C1c1ccccc1F (centres undefined)	1.7	-4.2	-4.2	6.2	5.9	0.3	-1.2	-0.5	-19.2
CC(c1ccco1)N(C(=O)C12CC3CC(CC(C3)C1)C2)c1ccccn1 (centres undefined)	0.2	46.3*	-1.0	-1.0	-0.5	43.6	3.9	3.9	43.1*
COc1ccc(CCNC(=O)COc2ccc(S(=O)(=O)NC(C)C)cc2)cc1OC	-0.6	-16.0	-2.0	4.3	3.5	-2.5	0.1	-1.0	-9.8
CCN(CC)C(=O)[C@H]1CC(CC(=O)NCc2cccc(C(F)(F)F)c2)C(=O)N2CCc3c([nH]c4ccccc34)[C@]12C (some centres undefined)	61.1*	10.6	-2.1	15.4	1.6	8.6	-4.3	-3.1	3.7
CC1(C)CC(=O)C(N=Nc2cccc(F)c2C#N)=C(O)C1	1.5	-6.8	-2.9	2.9	-1.8	26.0	-0.2	-2.1	-9.4
Cc1cccc2c1-c1sc(C(=O)Nc3nccs3)cc1CO2	0.6	-18.5	-2.1	-5.7	7.5	-15.2	-1.2	-4.7	-7.3
CC1=NCCN1S(=O)(=O)c1ccccc1[N+](=O)[O-]	-1.3	-16.8	-2.5	-4.8	9.2	10.1	-2.2	-1.4	8.9
Cc1cc(C)nc(Nc2ccc(O)cc2)n1	-1.6	9.5	-0.7	-7.4	-8.5	-6.5	-3.4	-0.3	-4.3
CCOc1ccc(S(=O)(=O)N2CCN(C(=O)Cc3ccc(S(=O)(=O)N4CCOCC4)s3)CC2)cc1	-0.2	0.7	2.0	2.2	9.0	4.3	-2.9	-1.8	7.7
COC(=O)c1ccc(C2/C(=C(\O)c3ccc(OC)c(C)c3)C(=O)C(=O)N2c2cc(C)on2)cc1 (centres undefined)	0.6	16.2	-3.8	5.4	-6.2	3.1	-3.5	-2.3	20.9
Cc1ccc(NC(=O)C(=O)N2CCCC2)cc1Cl	1.4	-7.2	-2.9	-6.5	40.1	6.5	-1.0	-0.4	3.1
Cc1ccc(NC(=O)CSCC(=O)Nc2nnc(C3CC3)s2)cc1	-1.9	-8.8	-3.5	11.7	8.8	-2.2	0.4	-0.1	-9.0
CCOC(=O)c1c(-c2cccc(N)c2)cn2ccccc12	0.4	8.4	0.7	-2.1	13.4	38.1	-0.4	4.8	10.5
CCOc1ncccc1C(=O)NCc1cccc(OC)c1	-0.2	-11.3	-3.7	-14.5	13.3	-0.4	-2.1	-4.6	-4.1
N=C1SCC(=O)N1c1ccccc1Cl	-0.4	9.4	-2.2	16.1	24.1	15.2	3.0	0.4	-1.2
Cc1cc(NC(=O)c2cccc([N+](=O)[O-])c2)no1	0.7	-4.2	-5.4	0.2	15.0	0.1	-2.8	0.9	-8.0
Cc1ccc(NC(=O)c2snc3ccc(Cl)cc23)cc1C	33.2	7.1	-1.8	6.7	29.4	5.1	-2.0	6.1	11.4
CCOC(=O)c1nnc(-c2ccccc2)nc1Sc1ccccc1Cl	-2.2	21.6	-2.0	18.3	17.7	37.7	-4.1	-1.3	32.2

Next section:
SMILES	MPTP inh	TIM10 inh	APJ ag	APJ antag	NLRP3 yeast inh	tim23-1 inh	MIN6 prolif	GRIN3A LBD mod	tim10-1 inh
Cc1cc(C(=O)COc2ccc(F)cc2Br)c(C)n1C1CC1	-1.2	-11.8	-2.3	19.2	47.9	16.3	-7.4	4.0	5.8
CC(=O)N(Cc1ccccc1)c1ccc(C(=O)O)cc1	-0.7	-5.7	-6.6	2.3	2.1	0.2	-1.9	-0.2	2.1
COc1cc(CC(=O)O)c([N+](=O)[O-])cc1OC	1.7	9.6	-4.0	22.1	-5.7	-4.1	3.5	0.3	0.5
CCN(CC)CCn1c2c(c(SCC(=O)Nc3cc(OC)cc(OC)c3)nc1=O)CCC2	1.6	13.0	-0.6	17.4	1.8	3.4	2.1	-1.0	8.8

Source: PubChem BioAssay (Sanford-Burnham Center for Chemical Genomics)
